# Assay outcomes as filed in PubChem BioAssay.
# HTRA1 inh = HTRA1 serine protease inhibitors, primary screen, biochemical, fluorescence polarization, HTS; Q92743; recombinant HTRA1, FP-rhodamine activity-based probe; inhibition, % at 5.96 µM; 340,000 tested, 0.5% active; in the data active means inhibition above about 36%;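 further: 0% = enzyme with DMSO and 100% = wells lacking enzyme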
# TDP2 absorb = human TDP2 enzyme inhibitors, primary screen, biochemical, epi absorbance, recombinant enzyme. Tyrosyl-DNA phosphodiesterase 2 (Homo sapiens), O95551. T5PNP hydrolysis, p-nitrophenol absorbance 415 nm. inhibition, % at 12.8 µM. 370,000 tested, 0.34% active. AID 720702, 2013;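 active means inhibition above the mean of all tested compounds plus 3 SD, set per campaign, cut at about 25% in these data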;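 further: 0% = DMSO with enzyme and 100% = buffer with substrate but no TDP2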
# Target sequence (O95551 whole entry, looked up): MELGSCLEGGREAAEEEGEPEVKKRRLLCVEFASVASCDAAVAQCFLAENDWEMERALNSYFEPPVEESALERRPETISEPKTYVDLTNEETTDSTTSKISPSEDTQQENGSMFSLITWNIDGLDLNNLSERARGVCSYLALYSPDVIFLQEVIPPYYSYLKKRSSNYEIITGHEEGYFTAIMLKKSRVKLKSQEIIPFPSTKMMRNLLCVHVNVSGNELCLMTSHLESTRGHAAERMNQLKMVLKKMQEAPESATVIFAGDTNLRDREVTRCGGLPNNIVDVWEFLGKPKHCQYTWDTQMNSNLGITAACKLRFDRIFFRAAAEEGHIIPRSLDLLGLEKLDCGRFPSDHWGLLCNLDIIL
#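 Material: recombinant human TDP2; quantity: TDP2 enzyme at 120 nM final; medium: Tris-HCl pH 7.5 with MgCl2; compound: single concentration, 12.8 µM nominal, with 1% DMSO; incubation: 2 h enzyme incubation at 37 °C; signal: epi absorbance; measure: percent inhibition; benchmarks: high control without enzyme, low control DMSO plus TDP2; repeats: singlicate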
# TCR-CD3 inh = inhibitors of human TCR-CD3 interaction, primary screen, biochemical, fluorescence, TAMRA-labeled TCR probe. AID 651800, 2012. inhibition, % at 9.4 µM. 360,000 tested, 0.37% active. T-cell receptor (TCR); in the data active means inhibition above about 19%;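 further: recombinant mutant TCR 2C K166C tagged with TAMRA read by polarization; 0% = receptor in buffer alone and 100% = receptor with positive control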
# PRMT1 inh = PRMT1 methyltransferase inhibitors, primary screen, biochemical, fluorescence polarization. Protein arginine N-methyltransferase 1 (Homo sapiens), Q99873. recombinant PRMT1, activity-based probe fluorescence polarization. inhibition, % at 2.79 µM. 370,000 tested, 1.3% active;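 active means inhibition above about 21% made by adding two undisclosed values, limit read from the data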
# Target sequence (Q99873 whole entry, looked up): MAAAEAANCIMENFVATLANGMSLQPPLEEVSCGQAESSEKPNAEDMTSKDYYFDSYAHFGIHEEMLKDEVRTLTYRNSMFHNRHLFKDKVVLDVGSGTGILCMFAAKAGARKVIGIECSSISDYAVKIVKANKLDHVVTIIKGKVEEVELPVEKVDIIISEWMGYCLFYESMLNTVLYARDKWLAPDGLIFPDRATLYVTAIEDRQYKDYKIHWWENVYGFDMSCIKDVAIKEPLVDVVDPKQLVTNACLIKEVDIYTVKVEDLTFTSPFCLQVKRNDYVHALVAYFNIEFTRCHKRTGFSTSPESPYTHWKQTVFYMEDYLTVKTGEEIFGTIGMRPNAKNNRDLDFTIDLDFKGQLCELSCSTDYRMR
# LEDGF integ inh = blockers of LEDGF/p75-dependent integrase strand transfer – biochemical, TR-FRET, high throughput, primary screen. 370,000 tested, 0.64% active. HIV-1 integrase (with human LEDGF/p75). TR-FRET IN-LEDGF/p75 DNA integration, Eu/Cy5. inhibition, % at 3.7 µM;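 active means inhibition above the screen-wide mean plus 3 SD, cut at about 13% in these data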;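 further: signal is the Cy5 over europium emission ratio at 671 and 618 nm; 0% = plate median of compound wells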
# NR1D1 modulator = modulators of Rev-erb alpha DNA binding, primary screen, biochemical, FITC-DNA, fluorescence polarization, uHTS; Nuclear receptor subfamily 1 group D member 1 (Homo sapiens), P20393; activity, % at 10 µM; 370,000 tested, 0.79% active; Rev-erbα–FITC-DNA binding, 90 min;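 active means activity above about 14%, limit read from the data; passing the limit was not always enough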;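 further: 0% = DMSO wells with 35 nM protein and 100% = DMSO wells with 750 nM protein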
# mABHD4 FP = ABHD4 inhibitors, primary screen, biochemical, fluorescence polarization, mouse; (Lyso)-N-acylphosphatidylethanolamine lipase (Mus musculus), Q8VD66; purified mABHD4, FP-Rh probe fluorescence polarization; AID 720543, 2013; 370,000 tested, 0.54% active; inhibition, % at 8.92 µM;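 active means inhibition exceeding the mean over every tested compound plus 3 SD, cut at about 30% in these data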;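 further: 0% = plate median of compound wells and 100% = S159A mutant with DMSO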
# Target sequence (Q8VD66 whole entry, looked up): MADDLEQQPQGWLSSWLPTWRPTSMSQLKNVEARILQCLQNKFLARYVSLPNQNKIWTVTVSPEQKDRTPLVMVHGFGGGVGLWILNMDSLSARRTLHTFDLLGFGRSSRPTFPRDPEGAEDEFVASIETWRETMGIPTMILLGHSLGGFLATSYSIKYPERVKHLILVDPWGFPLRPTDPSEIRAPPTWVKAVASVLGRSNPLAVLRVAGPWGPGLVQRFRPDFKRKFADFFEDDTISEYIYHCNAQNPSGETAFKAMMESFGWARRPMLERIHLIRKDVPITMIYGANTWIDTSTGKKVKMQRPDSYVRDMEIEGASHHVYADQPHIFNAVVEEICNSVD
#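 Test system: mABHD4 protein; Read-out basis: % inhibition; Incubation: 45 min + 60 min at 25 °C; Repeats: single replicate; Technique: fluorescence polarization with parallel and perpendicular emission, 525/598 nm; Compound: 8.92 µM, single dose; Benchmarks: full inhibition S159A mutant plus DMSO, zero as sample-well median.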
# SIAE inh = human SIAE inhibitors, primary screen, biochemical, fluorescence polarization, FP-Rh probe, 1536-well HTS; Sialate O-acetylesterase (Homo sapiens), Q9HAT2; SIAE FP-Rh probe binding; inhibition, % at 9.66 µM; 370,000 tested, 0.69% active; AID 1053197, 2014;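 active means inhibition above a cutoff: mean of compounds within the control limits plus 3 SD of those, cut at about 17% in these data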;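 further: 0% = plate median of compound wells and 100% = probe without SIAE protein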
# PG9 binder = binders of HIV-1 gp120 antibody PG9, primary screen, biochemical, TR-FRET | inhibition, % at 6.7 µM | 360,000 tested, 0.43% active | HIV-1 gp120 / PG9 antibody interaction | TR-FRET gp120-PG9 antibody binding; in the data active means inhibition above about 8.5%
# rCAG RNA binder = binders of r(CAG) RNA repeats, primary screen, biochemical, fluorescence. r(CAG) RNA repeat, TO-PRO-1 dye displacement fluorescence. inhibition, % at 3 µM. 370,000 tested, 1.3% active;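 active means inhibition above the plate cutoff, the mean of all test compounds on that plate plus 3 SD, cut at about 35% in these data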;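 further: 0% = DMSO alone and 100% = 100 µM mitoxantrone as full dye displacement; higher means more dye released from RNA so lower well fluorescence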
# * marks the source's active call; other numbers are inactive results; . = no result given. A portion of the library; the hit share may differ from the screen's.
SMILES,HTRA1 inh,TDP2 absorb,TCR-CD3 inh,PRMT1 inh,LEDGF integ inh,NR1D1 modulator,mABHD4 FP,SIAE inh,PG9 binder,rCAG RNA binder
COc1ccc(Nc2cc(Nc3ccc(OC)cc3)ncn2)cc1,4,9,10,0,1,-2,-5,2,0.3,-1
CCc1ccccc1Nc1nc(N)nc(CSCC(=O)Nc2ccc(C)c(C)c2)n1,-15,-4,-2,3,-1,-6,-2,8,-1.7,0
CCCn1c(=O)c2c(c3ccccc31)OC(C)C(=O)N2 (stereo unspecified),4,-22,2,-3,1,1,-11,2,0.5,3
CO[C@H]1CN(C)C(=O)c2cc(NC(=O)C3CCCC3)ccc2OC[C@@H](C)NC[C@H]1C,.,-4,-10,5,-4,-1,2,4,-0.5,-1
Cc1cc(OC(=O)CNC(=O)OC(C)(C)C)c2c(C)cc(=O)oc2c1,0,3,5,-2,0,-4,1,-3,-1.3,-3
O=c1[nH]c2ccccc2nc1/C=C(\O)c1cccs1,-6,5,3,-18,6,43*,-8,-4,-6.6,-32
C/C(=N\n1cnnc1)c1ccc(C#N)cc1,5,-5,-2,-1,1,0,5,2,-0.9,-1
O=C(Nc1cc(F)ccc1F)N1CCN(c2ccnc3cc(Cl)ccc23)CC1,-9,3,3,-6,3,1,4,3,-0.2,-6
Cc1ccc(N(C(=O)CNC(=O)c2ccco2)C(C(=O)NC2CCCC2)c2cccnc2)cc1 (stereo unspecified),0,-13,8,-1,-1,-7,1,1,-0.6,-1
O=C(NCc1ccccc1)c1ccc(CN2CCC(Cc3ccccc3)CC2)cc1,-17,-28,-1,0,5,4,-7,-7,0.4,-3
CN(C)c1cc[n+](CC(=O)Nc2ccc(Cl)cc2)cc1,-4,13,3,-1,2,7,-2,-4,0.4,1
COc1ccccc1-n1c(SCC(=O)NCC2CCCO2)nc2c([nH]c3ccccc32)c1=O (stereo unspecified),-4,-1,1,1,0,-3,2,13,-1.9,-6
Cc1onc(C(=O)Nc2cccc(C(F)(F)F)c2)c1[N+](=O)[O-],-6,3,5,2,-5,1,-4,-2,-1.9,0
Cn1c(/C(C#N)=C(\O)c2ccccc2Cl)nc2ccccc21,10,-16,3,-1,8,-6,-12,-4,-1.0,2
Cc1ccc(NC(=O)COC(=O)c2ccc(C)c(S(=O)(=O)N3CCOCC3)c2)cc1,-12,-15,3,0,2,-1,2,-5,-0.4,2
COc1ccc(-n2nc(N)c3c(=O)oc(N(C)C)nc32)cc1,15,6,4,0,-1,-2,-3,1,-1.9,-2
COc1cccc(Nc2ccc(N3CCCCC3)cc2)c1OC,17,0,-10,24*,2,-4,21,8,-0.3,-2
C[C@@H]1CN([C@@H](C)CO)C(=O)CCCn2cc(nn2)CO[C@H]1CN(C)S(=O)(=O)c1ccccc1F,2,7,2,-2,5,-3,3,1,1.8,2
Cc1cc(C)cc(Cn2c3ccc(NC(=S)NC4CCCCC4)cc3c(=O)n2C)c1,.,1,-5,5,-2,-4,12,10,-1.4,3
CCCN1CCC(NC(=O)Nc2ccc(Br)cc2)CC1,-6,2,9,-4,4,6,-5,1,0.4,0
COc1ccc(C/C(C)=N/NC(=O)c2ccc(C)cc2C)cc1,3,0,2,-2,1,-2,4,1,-2.0,4
Cc1cc(NC(=O)c2cc(C)on2)n(-c2ccccc2)n1,1,6,-5,4,-1,5,0,-11,0.6,-2
Cc1cc(CNC(=O)c2cccc([N+](=O)[O-])c2C)c2ccccc2n1,-2,-11,-12,6,-1,-5,-1,-4,0.9,0
O=C(N/N=C/C(Br)=C\c1ccccc1)c1ccc2nc[nH]c2c1,-27,13,-4,0,1,5,-15,-28,-3.7,9
O=c1cc(-c2cccs2)oc2ccc(Cl)cc12,0,3,8,0,2,-3,-6,-6,-0.7,10
COc1ccc(C(=O)O)cc1NS(=O)(=O)c1cccc2nsnc12,5,2,-7,1,-3,-3,5,0,-0.5,0
Cc1ccc(-c2ccc(CN3C(C(C)C)C(=O)N(Cc4cn(Cc5ccco5)nn4)CCS3(=O)=O)cc2)cc1 (stereo unspecified),-44,4,6,6,-3,-5,-13,-14,1.1,31
Cc1ccc(S(=O)(=O)N(C)C)cc1NC(=O)COC(=O)c1n[nH]c(=O)c2ccccc12,-1,7,0,-3,3,4,-4,1,-0.8,0
Cc1ccc(CS(=O)Cc2ccc(C(=O)NC3CCCC(C)C3C)o2)cc1 (stereo unspecified),-11,1,-5,8,1,1,-7,2,-0.6,-6
CCOc1ccc(C(=O)N[C@H](C(=O)Nc2cccc(S(=O)(=O)N3CCCCC3)c2)C(C)C)cc1,-6,6,0,-1,2,5,1,-4,0.7,4
CCCc1cc(=O)[nH]c(SCC(=O)N2CCc3cc(OC)c(OC)cc3C2)n1,-4,7,4,-2,0,4,2,1,-0.2,4
N#CCCn1cc(/C=N/O)c(-c2ccc(F)cc2)n1,7,-21,10,-4,-2,0,-10,-8,-0.9,1
N#C/C(Cn1c[n+](NC(=O)Nc2ccccc2)cn1)=N/O,-6,8,-4,-1,-2,-1,3,-2,-2.4,0
COc1cccc(NC(=O)CCNC(=O)C2CCN(S(=O)(=O)c3ccc(F)cc3)CC2)c1,5,-13,-7,2,-5,5,0,-1,-1.2,-1
CCOc1cc(N2CCOCC2)c(OCC)cc1NC(=O)C(C)Oc1ccccc1 (stereo unspecified),-1,-4,-2,0,1,-4,2,3,-1.1,-3
Cc1ccc(OCC(=O)N(c2ccccn2)C2CCCCC2)c(C)c1,-3,1,1,1,2,-3,2,-3,3.5,-8
N#C/C(=C\c1cc([N+](=O)[O-])c(N2CCOCC2)cc1N1CCOCC1)c1nc2ccccc2[nH]1,0,12,4,2,-2,-4,-3,5,-1.5,-1
Nc1ccc(Cl)c[n+]1Cc1cccc2cccnc12,3,12,3,0,-1,0,3,-4,-2.6,-2
CC(=O)c1ccc(S(=O)(=O)NC2CC(=O)N(c3ccc4c(c3)OCCO4)C2)cc1 (stereo unspecified),5,-2,2,2,-1,0,-2,-3,0.6,3
NC(=O)c1nn(-c2ccccc2)nc1NC(=O)CN1CCCCC1,0,3,4,-3,2,3,-3,9,-1.3,-1
O=C(Cc1ccccc1)Nc1cccc(-c2nc3ncccc3o2)c1,-8,-3,-1,0,0,2,1,1,0.1,3
Cc1ccc(Nc2nc(N)c3ccccc3n2)cc1Cl,-28,3,-10,5,0,1,2,6,1.2,14
COc1ncc(-c2ccc3c(c2)S(=O)(=O)c2cccc(C(=O)NCc4ccco4)c2C3=O)cn1,1,8,-5,4,-1,0,0,-5,1.1,2
CCn1c(COc2ccc3c(c2)CCCC3)nnc1SCC(=O)Nc1ccc(C(=O)OC)cc1,0,6,6,-1,1,-1,4,5,-1.5,2
CCn1c(=O)n(CC(=O)NCc2ccco2)c(=O)c2ccccc21,3,4,-4,1,4,1,1,0,-3.0,4

# Arranged by length of the SMILES (ascending): part of the list above
SMILES,HTRA1 inh,TDP2 absorb,TCR-CD3 inh,PRMT1 inh,LEDGF integ inh,NR1D1 modulator,mABHD4 FP,SIAE inh,PG9 binder,rCAG RNA binder
N#CCCn1cc(/C=N/O)c(-c2ccc(F)cc2)n1,7,-21,10,-4,-2,0,-10,-8,-0.9,1
COc1ncc(-c2ccc3c(c2)S(=O)(=O)c2cccc(C(=O)NCc4ccco4)c2C3=O)cn1,1,8,-5,4,-1,0,0,-5,1.1,2
N#C/C(=C\c1cc([N+](=O)[O-])c(N2CCOCC2)cc1N1CCOCC1)c1nc2ccccc2[nH]1,0,12,4,2,-2,-4,-3,5,-1.5,-1

# (list continues)
SMILES,HTRA1 inh,TDP2 absorb,TCR-CD3 inh,PRMT1 inh,LEDGF integ inh,NR1D1 modulator,mABHD4 FP,SIAE inh,PG9 binder,rCAG RNA binder
CCOC(=O)C(=CNc1ccc(Oc2cncc(Cl)c2)nc1)C(=O)OCC,-1,-10,10,2,-2,5,5,0,0.4,-9
COc1ccccc1C(=O)NCc1ccco1,-4,13,7,-5,9,-7,1,0,-0.3,2
CN(CC(=O)Nc1cccc(S(=O)(=O)N(C)c2ccccc2)c1)Cc1cccs1,-17,3,4,0,-3,3,-3,3,-1.5,1
Cc1ccc(S(=O)(=O)CCC(=O)OCC(=O)c2c(N)n(CC(C)C)c(=O)n(C)c2=O)cc1,2,-12,10,-6,3,5,-6,1,-1.7,-6
CCOc1cc(/C=C2/SC(=S)N(CC3CCCO3)C2=O)ccc1O (stereo unspecified),-61,-14,-53,-3,3,4,-43,-40,-1.9,8
Cc1cccc(C(=O)Oc2ccccc2-c2nnco2)c1,17,11,10,2,-2,2,3,6,0.9,1
CCN1C(=O)[C@H]2[C@@H](c3ccc(C)cc3)N[C@]3(CCCN(CC4CCCCC4)C3=O)[C@H]2C1=O,4,12,-1,6,0,-1,8,4,-0.6,-1
CC(Sc1ncnc2sc(-c3ccccc3)cc12)C(N)=O (stereo unspecified),-13,7,-2,-1,0,4,-1,-2,-2.8,7
CCc1ccc(CNC(=O)C2CC(=O)N(CCc3ccc(C)cc3)C2)cc1 (stereo unspecified),1,-14,4,0,6,1,-7,10,-4.5,-7
O=C(O)c1cnc(-c2ccccc2)nc1Sc1ccccc1,0,-9,5,-2,1,-1,-2,2,-0.6,6
CC(C)=CCC/C(C)=C/COc1c2occc2cc2ccc(=O)oc12,-21,-8,7,-5,2,13,-7,-3,-0.6,4
CN[C@H](CC(=O)O)C(=O)O,3,2,10,-3,1,0,6,-7,0.6,2
O=C1CCc2cc(S(=O)(=O)NCc3ccccc3Cl)ccc2N1,-1,-8,-7,7,-4,6,-15,-6,2.5,2
O=C(COc1ccc2c(c1)CCC2)N1CCN(c2cccc(C(F)(F)F)c2)CC1,-32,1,-3,-4,1,6,7,-4,-3.1,-5
COC(=O)[C@]12C[C@H](CC(=O)NCc3ccc(OC)c(OC)c3)C(=O)N(Cc3cccc4ccccc34)C1=C[C@H](C1CCCC1)O[C@@H]2C,.,-7,.,-4,2,-3,-20,-1,.,10
COc1ccccc1/C=C/C(=O)OCC(=O)NCc1ccco1,-3,4,6,-2,1,3,6,4,1.9,1
COc1ccc(C(=O)C(C)OC(=O)COc2ccccc2)cc1 (stereo unspecified),5,2,-8,2,1,-2,-2,2,-0.7,2
CC(C)Cn1c(=O)c(C(=O)Nc2cnccn2)c(O)c2ccccc21,-1,5,6,0,0,0,0,2,2.1,2
